KDM5B inhibitor: blocks human KDM5B histone demethylase activity; Potency, µM (titrated, usually from 57.7 µM), inactives show at the highest dose activity change, negative = inhibition, hits mostly inhibitors; KDM5B demethylase, FDH-coupled NADH fluorescence (FDH is formaldehyde dehydrogenase); Q9UGL1; hit rate 2.6% among 220,000; active means well fitted inhibition curve with a large enough effect; inconclusive means small, poorly fitted or top-dose-only effect; inactive means no such curve, though single readings can be large or run the other way; further: 0% is about no effect; nearly all actives have a fitted effect of over 70% in size
Target sequence (Q9UGL1 whole entry, looked up): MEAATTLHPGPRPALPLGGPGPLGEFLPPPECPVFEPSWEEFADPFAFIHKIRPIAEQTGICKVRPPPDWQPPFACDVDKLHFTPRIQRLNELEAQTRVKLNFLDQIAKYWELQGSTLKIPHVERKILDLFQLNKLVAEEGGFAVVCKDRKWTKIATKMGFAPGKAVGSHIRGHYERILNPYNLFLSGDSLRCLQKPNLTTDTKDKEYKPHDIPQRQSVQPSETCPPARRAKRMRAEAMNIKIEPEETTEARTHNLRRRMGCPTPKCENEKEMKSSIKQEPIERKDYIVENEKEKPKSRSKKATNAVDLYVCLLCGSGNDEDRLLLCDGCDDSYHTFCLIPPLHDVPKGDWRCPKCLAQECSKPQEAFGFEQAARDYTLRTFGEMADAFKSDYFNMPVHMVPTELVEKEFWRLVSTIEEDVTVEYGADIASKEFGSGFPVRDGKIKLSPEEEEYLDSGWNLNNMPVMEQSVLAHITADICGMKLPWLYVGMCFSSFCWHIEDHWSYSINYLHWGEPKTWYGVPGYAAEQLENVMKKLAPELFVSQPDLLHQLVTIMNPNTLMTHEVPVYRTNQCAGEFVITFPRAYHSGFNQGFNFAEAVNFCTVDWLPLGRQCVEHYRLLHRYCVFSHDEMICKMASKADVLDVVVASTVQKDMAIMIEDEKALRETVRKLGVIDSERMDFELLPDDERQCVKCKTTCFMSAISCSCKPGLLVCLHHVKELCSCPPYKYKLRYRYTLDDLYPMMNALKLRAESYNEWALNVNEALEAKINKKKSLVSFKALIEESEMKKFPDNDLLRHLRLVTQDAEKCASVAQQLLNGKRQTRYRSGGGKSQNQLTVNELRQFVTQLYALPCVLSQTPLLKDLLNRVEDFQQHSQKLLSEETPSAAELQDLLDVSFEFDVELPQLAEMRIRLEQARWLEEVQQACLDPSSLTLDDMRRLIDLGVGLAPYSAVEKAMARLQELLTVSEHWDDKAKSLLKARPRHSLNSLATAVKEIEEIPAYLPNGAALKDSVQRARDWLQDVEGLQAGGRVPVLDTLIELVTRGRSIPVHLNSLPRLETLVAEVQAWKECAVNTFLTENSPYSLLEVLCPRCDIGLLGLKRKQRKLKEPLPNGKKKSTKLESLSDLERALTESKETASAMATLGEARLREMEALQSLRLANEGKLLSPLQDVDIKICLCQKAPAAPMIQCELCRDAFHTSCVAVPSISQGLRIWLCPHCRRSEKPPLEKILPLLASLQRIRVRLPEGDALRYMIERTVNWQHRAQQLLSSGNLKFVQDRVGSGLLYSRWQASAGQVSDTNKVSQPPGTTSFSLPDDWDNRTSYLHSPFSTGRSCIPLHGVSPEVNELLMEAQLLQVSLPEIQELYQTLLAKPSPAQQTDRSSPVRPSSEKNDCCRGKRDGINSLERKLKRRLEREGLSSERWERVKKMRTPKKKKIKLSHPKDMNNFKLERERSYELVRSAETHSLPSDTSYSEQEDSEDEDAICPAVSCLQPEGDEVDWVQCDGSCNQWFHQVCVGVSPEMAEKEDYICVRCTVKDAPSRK
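Coupled FDH/NAD⁺ fluorescence readout. KDM5BΔAP 200 nM final; compound titration, 10 min RT preincubation; substrate mix 12.5 µM H3K4me3, 25 µM 2-OG, 50 µM Fe(II), 100 µM ascorbate, 0.25 mM NAD⁺, 0.25 U/mL FDH; ΔRFU over 30 min.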
Starred values were filed as active, the others as inactive; ? = inconclusive; [ ] = remark or other dose. Potency means the concentration at half of the fitted maximal effect.

SMILES | KDM5B inhibitor
CCCC(=O)Nc1ccc2nn(-c3ccc(CC)cc3)nc2c1 | ?
CCOc1ccc(NC(=O)c2ccc3ccccc3n2)cc1OC | 3%
COc1ccc(C2(C)NC(=O)NC2=O)cc1OC (stereo not given) | 23%
Cn1nc(C(=O)N2CCSCC2)c2ccccc2c1=O | -1%
CCOc1ccc(CNC(=O)c2ccc3c(c2)N(CC)CCS3)cc1 | ?
COc1cccc(C(=O)Oc2ccc3c(=O)c(-c4ccc(OC)c(OC)c4)c(C)oc3c2)c1 | -17%
O=C(CN1CCN(C2CCCC2)CC(O)C1)NCCc1ccccc1 (stereo not given) | ?
O=C(OC(C(=O)Nc1ccc(Cl)cc1C(F)(F)F)c1ccccc1)c1ccccc1O (stereo not given) | ?
CCOCCn1c(=O)n(Cc2ncccn2)c2cc(C(=O)O)cnc21 | -7%
Cc1cc(C(=O)N2CCC(c3nc(C4CCOCC4)no3)CC2)nn1C | -8%
CCCCN(C)CCCNC(=O)CN1N=C(c2ccc(OC)cc2)CCC1=O | -6%
O=C(c1ccccc1)N1CCc2sc(C(=O)N3CCN(c4ccccc4)CC3)cc2C1 | -28%
CCCCOc1ccc(C2C(=O)N(C3CCCCC3)CC(=O)N2C2CCCCC2)cc1 (stereo not given) | 5%
O=C(Nc1ccc2oc(-c3ccc(-c4ccccc4)cc3)nc2c1)c1ccco1 | 48%[activator]
O=C(c1cc2ccccc2oc1=O)N(Cc1ccco1)Cc1ccccc1Cl | -19%
O=c1c2ccccc2nc(/C=C/c2ccc(Br)cc2)n1CCO | ?
CCCCCC1COC(c2ccc(O)cc2)OC1 (stereo not given) | -12%
CN(C(=O)COc1ccc2ccc(=O)oc2c1)C1CCS(=O)(=O)C1 (stereo not given) | ?
CCOc1ccccc1-c1nc(-c2nnn3c2COC(c2ccc(OC)cc2)C3)no1 (stereo not given) | 28µM*
O=C(Nc1nc(C23CC4CC(CC(C4)C2)C3)cs1)c1cccnc1 | -3%
CO[C@H]1C(=O)N(C(C)C)[C@H]1C1CCN(S(=O)(=O)c2cccs2)CC1 | -26%
CCCn1c(CN(Cc2ccccc2)Cc2ccccc2)nc2c1c(=O)n(C)c(=O)n2C | -13%
CC(=O)c1csc(NC(=O)c2nn(C)c(=O)c3ccccc23)n1 | 1%
COc1ccc(C(=O)N2CCN(c3cc(-c4cccs4)[nH]n3)CC2)c(OC)c1 | -12%
CCSc1nc2c([nH]c3ccccc32)c(=O)n1CC | 4%
Following part.
SMILES | KDM5B inhibitor
O=C(Nc1ccccc1Br)c1cc(S(=O)(=O)NC2CCCCC2)ccc1F | ?
COc1ccc(C(=O)Nc2ccc(S(=O)(=O)N(Cc3ccccc3)c3ccccc3)cc2)cc1 | ?
COc1ccc(C(=O)CCC#N)cc1OC | -14%
CCCCN1C(=O)C(O)(CC(=O)c2cc(C(C)C)ccc2C)c2ccccc21 (stereo not given) | -4%
O=C(NC[C@H]1O[C@@H](CC(=O)N2CCN(c3ccc(F)cc3)CC2)[C@H](O)[C@@H]1O)c1ccccc1 | 13%
COC(=O)c1ccccc1NC(=O)C1CCCN(c2ncnc3onc(C)c23)C1 (stereo not given) | 16%
Cc1nc(-c2c3n(c(=O)n(CC(=O)Nc4ccc(F)c(Cl)c4)c2=O)CCCCC3)no1 | -3%
COc1ccc(OCCN2CCN(C(=O)c3nn(Cc4ccccc4)c(=O)c4ccccc34)CC2)cc1 | -10%
CC(C)c1nc2ccc(C(=O)NCc3ccccc3Br)cc2o1 | ?
O=C(COc1ccccc1)N1C[C@@H]2OCC(=O)N(Cc3ccc(F)cc3)[C@@H]2C1 | 41%[activator][86.2 µM]
O=C(NCCN1CCN(c2ccccc2)CC1)Nc1cccc(Br)c1 | -16%
CCCCc1ncc(CN(C)CC2CCCN(CCc3ccc(F)cc3)C2)[nH]1 (stereo not given) | 9%
Cc1ccc(C2Cn3cnc(C(=O)N4CCC(C(=O)NCc5ccccc5Cl)CC4)c3CO2)cc1 (stereo not given) | -24%
CCCNC(=O)CCC1CCN(C(=O)c2ccc(C)cc2)CC1 | 25%
CCc1ccc(NC(=O)c2sc3nc(-c4ccccc4)cn3c2C)cc1 | ?
O=C(Cc1cccc(F)c1)NCCc1c[nH]c2ccccc12 | 0%
O=C(NCc1ccccc1)c1cc2sccc2n1Cc1ccc(Cl)cc1 | 2%
O=C(NC[C@H]1O[C@@H](CO)[C@@H](O)[C@H]1N1CCN(c2cccc(C(F)(F)F)c2)CC1)c1ccccc1 | 17%
COC(=O)N1CCC2(CC1)CCN(Cc1cccs1)c1ccccc1O2 | -36%
Cc1cccc(NC(=O)NCCc2coc(-c3ccc(F)cc3)n2)c1 | 5%
Cc1nc2cc(NC(=O)CNC(=O)c3ccco3)ccc2o1 | 17%
CN1CCC2(C1)CN(CC1CC1)c1ccc(C(=O)NCC3CC3)cc12 (stereo not given) | 35µM*
CCC1c2ccsc2CCN1C(=O)CNC(=O)c1ccccc1Cl (stereo not given) | -7%
Nc1nccnc1C(=O)NCCNC(=O)c1ccccc1 | ?
COc1ccccc1NC(=O)CSc1nc2ccccc2c(=O)n1CCC(=O)NC1CCCCC1 | -23%
Next structures.
SMILES | KDM5B inhibitor
O=C(NCCn1nc(-c2ccc(F)cc2)ccc1=O)c1cccc(C(F)(F)F)c1 | -17%
Cc1noc(CN(C)CC2COc3ccccc3O2)n1 (stereo not given) | 4%
CCOC(=O)c1ccc(S(=O)(=O)NCc2ccco2)cc1 | -7%
Cc1ccc(-c2nc(N)sc2CC(=O)OCC(=O)N(CCC#N)c2ccc(F)cc2)cc1 | 15%
COC(=O)[C@H]1CCCN1C(=O)[C@@H]1[C@@H](NC(=O)NC2CCCCC2)CCN1C(=O)c1cccn1C | 20%
CC(C)c1ccc(NC(=O)CSC2=Nc3ccccc3C3=NC(CCC(=O)NCc4cccs4)C(=O)N23)cc1 (stereo not given) | -30%
Cn1cnc([S+](=O)([O-])N2CCN(C(=O)N3CC4CC(C3)[C@H]3CCCC(=O)N3C4)CC2)c1 (stereo not given in full) | -7%
CS(=O)(=O)n1nc(-c2ccco2)nc1NCc1ccccc1Cl | -28%
CCN(CCCNC(=O)C1CCCCC(=O)N1C)c1ccccc1 (stereo not given) | 6%
Cc1ccc(C)c(S(=O)(=O)c2cn(C)c3cc(F)c(F)cc3c2=O)c1 | 13%
C[C@H](C(=O)N1CCCC1)C1CC[C@@]2(C)Cc3sc(-c4ccccc4)nc3[C@@H](C)[C@@H]2[C@H]1O (stereo not given in full) | 32µM*
COC(=O)c1ccc(COc2ccc3ccccc3c2)o1 | -11%
CCC(C)S(=O)(=O)c1oc(-c2ccc(F)cc2)nc1S(=O)(=O)c1ccc(F)cc1 (stereo not given) | ?
CCN(CC)C(=O)C[C@@H]1CCNC[C@@H]1Cc1cc(-c2ccc(F)cc2)on1 | 16%[86.2 µM]
Cn1nccc1CN1CCC2(CC(c3cccc(C(F)(F)F)c3)=NO2)C1 (stereo not given) | -11%[115 µM]
Cc1ccc(C(=O)Nc2ccc(-c3nc4ccccc4o3)cc2)cc1Cl | -55%
COc1c(C)cccc1-c1nc(C2CCOC2)no1 (stereo not given) | -18%
CC(=O)N1CCC2(CC1)CN(C(=O)Cc1csc(N)n1)Cc1ccccc1O2 | 15%[115 µM]
Cc1ccc2oc(-c3ccc(Br)cc3)nc2c1 | 11%
COc1ccc(OC)c(-n2nnc(C(=O)NCc3ccco3)c2N)c1 | -18%
CSc1nc(C)cc(-c2ccccc2)n1 | -11%
O=c1cc(-c2ccccc2Cl)oc2ccc(Cl)cc12 | 18%
O=C(O)COc1ccc(-c2nccc3c2C(=O)N(Cc2c[nH]c4ccccc24)CC(COc2ccc(F)c(F)c2)O3)cc1 (stereo not given) | -4%
CCN(CC)C(=O)[C@@H]1C[C@H](NC(=O)COc2cccc(F)c2)CN1C | -23%
CC(Sc1nc2ccccc2[nH]1)C(=O)NC(=O)NC12CC3CC(CC(C3)C1)C2 (stereo not given) | 21%

In another format: 2 of the compounds above
| SMILES | KDM5B inhibitor |
| --- | --- |
| Cc1ccc(C(=O)Nc2ccc(-c3nc4ccccc4o3)cc2)cc1Cl | -55% |
| COc1c(C)cccc1-c1nc(C2CCOC2)no1 (stereo not given) | -18% |

Other results.
SMILES | KDM5B inhibitor
C=C(C)CSc1nc2c(c(=O)n(C)c(=O)n2C)n1CCCc1ccccc1 | -1%
COc1cccc(CC(=O)N2CCCOCCNC(=O)CC2)c1 | 19%
CC(=O)N(CCC(Cc1ccccc1)c1ccco1)Cc1ccco1 (stereo not given) | ?
O=C(C1CCN(S(=O)(=O)N2CCOCC2)CC1)N1CCCC(c2nc(C3CCOCC3)no2)C1 (stereo not given) | ?
CCC(C(=O)Nc1ccc2c(c1)CN(Cc1ccc(OC)cc1OC)C(=O)C(C)O2)c1ccccc1 (stereo not given) | -8%
CCC1CN(C(=O)N2CCC(C(=O)N3CCN(c4ccccc4F)CC3)CC2)c2ccccc2O1 (stereo not given) | -22%
COc1ccc(NC(=O)C(Cc2ccccc2)NS(=O)(=O)c2ccc3c(c2)CCN3C(C)=O)cc1 (stereo not given) | 2%
Cc1ccccc1-c1cn(C)c(=O)n2cc(COc3ccc(Cl)cc3)nc12 | -21%[86.2 µM]
O=C(O)C1=NOC2CN(Cc3c(F)cccc3Cl)CC12 (stereo not given) | -24%[149 µM]
CCOCCn1c(=O)[nH]c2cc(C(=O)NCc3ccc(F)c(F)c3)ccc21 | ?
Cc1cccc(N(C)C(=O)CN2C(=O)COc3ccc(S(=O)(=O)N4CCCCCC4)cc32)c1 | -8%
CC1(C)CCCC2=C1CC1C(=O)N(N)C(=O)C1C2 (stereo not given) | 23%
CCOc1cccc(-c2cc(C(=O)O)c3cc(C)ccc3n2)c1 | -3%
Cn1c(=O)c2[nH]c(N3CCN(c4ccccc4)CC3)nc2n(C)c1=O | -3%
COCCN(CC1CCN(Cc2ccccc2OC)CC1)C(=O)c1n[nH]c2c1CCC2 | 15%
O=C(N[C@@H]1CN(Cc2ccc3c(c2)CCO3)C[C@H]1CO)c1cnccn1 | -35%
CN(CCO)C(=O)CNC(=O)C1CCCN(S(=O)(=O)c2ccc(Cl)cc2)C1 (stereo not given) | -6%
CC(C)NC(=O)c1ccc(C(C)C)cc1 | -4%
C[C@@]1(O)CCN(CC2CCCCC2)C[C@H]1N1CCCC1 | ?
COc1cc(NC(=O)C2=C(C)Nc3nnnn3C2c2ccc(SC)cc2)c(OC)cc1Cl (stereo not given) | -54%
c1ccc(CN2C[C@@H]3C[C@H]2CN3Cc2cn(-c3ccccc3)nn2)cc1 | -7%
Cc1cccc(NCc2ccc(Br)cc2)n1 | ?
COCCc1noc(CNC(=O)C2COc3ccccc3C2)n1 (stereo not given) | 6%
CN(CC(=O)Nc1cccc(C(F)(F)F)c1)Cc1ccccc1 | -1%
O=C1CCN(C(=O)c2ccccc2)CCCC(C(=O)N2CCc3ccccc32)CCN1 (stereo not given) | -12%
Additional structures:
SMILES | KDM5B inhibitor
CO[C@@]1(C)C[C@@H](O)C12CCN(C(=O)CCCc1ccc(F)cc1)CC2 | -5%
N#Cc1ccc(CN2CC(CNC(=O)Nc3ccccc3)C3(C2)CN(c2ccccc2)C3)cc1 (stereo not given) | ?
COc1ccc(Br)cc1/C=C1\Oc2ccccc2NC1=O | ?
COc1cccc(C2CC(=O)NC3=C2C(=O)CC(C)(C)C3)c1 (stereo not given) | 17%
O=C(Cc1ccc(F)cc1)N1CCC2(CC1)NC(=O)N(c1ccccc1Cl)N2 | 4%
CCN1CCN(C(=O)CN(c2cccc(C)c2)S(C)(=O)=O)CC1 | -12%
O=C(NCC1Cn2cccc2CN1Cc1ccccc1)c1ccsc1 (stereo not given) | 25µM*
O=C1CCN(S(=O)(=O)c2ccccc2)CCCC(C(=O)NCCCN2CCOCC2)CCN1 (stereo not given) | -6%
COc1cccc(N2CCN(C(=O)c3nn(C)c4c3CSc3ccc(C)cc3-4)CC2)c1 | ?
CC(N)c1cccc([N+](=O)[O-])c1 (stereo not given) | 17%

Of the compounds above, 14 have a Cl atom.
SMILES | KDM5B inhibitor
O=C(OC(C(=O)Nc1ccc(Cl)cc1C(F)(F)F)c1ccccc1)c1ccccc1O (stereo not given) | ?
O=C(c1cc2ccccc2oc1=O)N(Cc1ccco1)Cc1ccccc1Cl | -19%
Cc1nc(-c2c3n(c(=O)n(CC(=O)Nc4ccc(F)c(Cl)c4)c2=O)CCCCC3)no1 | -3%
Cc1ccc(C2Cn3cnc(C(=O)N4CCC(C(=O)NCc5ccccc5Cl)CC4)c3CO2)cc1 (stereo not given) | -24%
O=C(NCc1ccccc1)c1cc2sccc2n1Cc1ccc(Cl)cc1 | 2%
CCC1c2ccsc2CCN1C(=O)CNC(=O)c1ccccc1Cl (stereo not given) | -7%
CS(=O)(=O)n1nc(-c2ccco2)nc1NCc1ccccc1Cl | -28%
Cc1ccc(C(=O)Nc2ccc(-c3nc4ccccc4o3)cc2)cc1Cl | -55%
O=c1cc(-c2ccccc2Cl)oc2ccc(Cl)cc12 | 18%
Cc1ccccc1-c1cn(C)c(=O)n2cc(COc3ccc(Cl)cc3)nc12 | -21%[86.2 µM]
O=C(O)C1=NOC2CN(Cc3c(F)cccc3Cl)CC12 (stereo not given) | -24%[149 µM]
CN(CCO)C(=O)CNC(=O)C1CCCN(S(=O)(=O)c2ccc(Cl)cc2)C1 (stereo not given) | -6%
COc1cc(NC(=O)C2=C(C)Nc3nnnn3C2c2ccc(SC)cc2)c(OC)cc1Cl (stereo not given) | -54%
O=C(Cc1ccc(F)cc1)N1CCC2(CC1)NC(=O)N(c1ccccc1Cl)N2 | 4%

Screens: PubChem BioAssay, National Center for Advancing Translational Sciences (NCATS)

Not all compounds are listed; count on the stated rates, not on these rows.
